Compound activity deposited in PubChem by several laboratories.
HSP90 inh: HSP90 refolding inhibition in rabbit reticulocyte lysate. luciferase refolding luminescence, 3 h. inhibition, % at 5.6 µM. 0.91% of 290,000 active;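 active means inhibition above the screen-wide mean plus 3 SD, computed separately per campaign, cut at about 16% in these data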;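 further: 0% = DMSO wells and 100% = 60 µM geldanamycin wells; inhibitors lower the luminescence because luciferase stays unfolded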
HSF-1 act: increases HSF-1 driven luciferase reporter signal | NIH3T3-HGL HSF-1 luciferase reporter, MG132, 8 h; 100% = twice DMSO control signal | 1.7% of 300,000 active | activation, % at 9 µM;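 active means mean replicate activation of at least 50% with a set share of replicates each reaching 50%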;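 further: 0% = median of the neutral control wells and 100% = twice that signal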
HIF activator: HIF pathway transcriptional activation; U2OS HRE-luciferase reporter, luminescence; normalized: DMSO 0%, desferrioxamine 100%; activation, % at 7.5 µM (by protocol); 0.32% of 300,000 active; AID 1910;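 active means mean activation of at least 10% of the iron chelator positive control signal, with at least half of replicates also reaching 10%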
GSK3B inh: blocks human GSK3beta kinase activity; P49841; GST-GSK3beta kinase, ADP-Glo luminescence, 60 min; active compounds read low; activity score (negative = inhibition), % at 10 µM; 0.038% of 300,000 active; AID 2097;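 active means more than half of replicate wells score below -50%, meaning over 50% inhibition versus plate controls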;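 further: 0% = median DMSO wells and -100% = median GW8510 positive control wells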
Target sequence (P49841 whole entry, looked up): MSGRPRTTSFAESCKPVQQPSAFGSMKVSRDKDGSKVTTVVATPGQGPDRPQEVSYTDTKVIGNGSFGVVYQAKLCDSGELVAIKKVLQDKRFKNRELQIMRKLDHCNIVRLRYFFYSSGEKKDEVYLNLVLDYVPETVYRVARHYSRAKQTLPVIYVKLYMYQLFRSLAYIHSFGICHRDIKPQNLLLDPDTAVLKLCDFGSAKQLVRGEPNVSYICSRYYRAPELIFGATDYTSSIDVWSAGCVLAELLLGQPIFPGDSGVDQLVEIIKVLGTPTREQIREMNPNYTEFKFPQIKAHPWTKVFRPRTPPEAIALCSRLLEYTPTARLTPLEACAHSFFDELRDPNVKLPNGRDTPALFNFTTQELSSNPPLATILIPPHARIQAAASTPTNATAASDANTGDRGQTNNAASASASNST
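Test system: GST-fused GSK3beta enzyme, cell-free | Quantity: 1.6 ng GST-GSK3beta enzyme per well | Reagent: 25 µM ATP with peptide substrate | Schedule: 60 min enzyme reaction, room temperature | Signal: Luminescent ADP-Glo measurement of ADP formed | Read-out basis: Score relative to plate controls | Control set: DMSO and 20 µM GW8510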
aSyn UTR inh: MLPCN primary screen, SNCA 5' untranslated region; alpha-synuclein 5'UTR reporter, inhibitor activity; 0.82% of 300,000 active; inhibition, % (tested at 7.5 µM); AID 1813; in the data active means inhibition above about 60%;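 further: H4 neuroglioblastoma cells stably carrying SNCA 5'UTR luciferase fusion; 0% = DMSO wells and 100% = positive control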
IEC-6 tox: IEC-6 cytotoxicity, counter-screen for KLF5 inhibitors. inhibition, % at 5 µM. 0.78% of 290,000 active. AID 1825. luminescence viability; in the data active means inhibition above about 22%;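 further: 0% = plate median of test compound wells and 100% = cytotoxic reference compound wells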
HSF1 inhib: HSF1 inhibition; NIH3T3-HGL HSE-luciferase, MG132-induced, luminescence 8 h; active compounds read low; activity change, negative = inhibition, % at 7.5 µM (by protocol); 0.77% of 300,000 active;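 active means more than half of replicate wells show activity change below -50%, luminescence cut by over half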;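 further: luciferase reports HSF-1 transcriptional activity via heat shock element; 0% = median of DMSO wells and -100% = zero luminescence signal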
GSK3 alpha inh: human GSK-3 alpha kinase inhibition. ADP-Glo luminescence, 60 min. inhibition, % at 10 µM. AID 2650. P49840. 0.1% of 320,000 active;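 in the data active means inhibition above about 50%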;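 further: GST-tagged GSK-3 alpha with peptide substrate and 25 µM ATP; 0% = DMSO neutral wells and 100% = GW8510 positive control wells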
Target sequence (P49840 whole entry, looked up): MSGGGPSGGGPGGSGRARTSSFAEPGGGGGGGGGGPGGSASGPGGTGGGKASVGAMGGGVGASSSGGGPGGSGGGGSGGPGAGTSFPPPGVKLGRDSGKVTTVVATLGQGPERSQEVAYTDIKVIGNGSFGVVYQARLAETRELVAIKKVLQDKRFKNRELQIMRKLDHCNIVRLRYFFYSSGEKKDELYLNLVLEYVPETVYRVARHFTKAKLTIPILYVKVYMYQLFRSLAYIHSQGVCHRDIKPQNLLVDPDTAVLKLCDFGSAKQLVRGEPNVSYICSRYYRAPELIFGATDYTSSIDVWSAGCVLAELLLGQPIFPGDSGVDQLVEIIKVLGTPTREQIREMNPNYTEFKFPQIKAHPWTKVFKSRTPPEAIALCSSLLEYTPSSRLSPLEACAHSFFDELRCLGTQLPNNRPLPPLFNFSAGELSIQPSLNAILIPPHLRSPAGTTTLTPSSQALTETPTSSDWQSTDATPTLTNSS
KLF5 inh: suppresses KLF5 promoter-driven expression | DLD-1 KLF5 promoter-luciferase reporter, luminescence | inhibition, % at 5 µM | 0.23% of 290,000 active | AID 1700;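 active means inhibition above a per-plate limit of that plate's mean compound inhibition plus 3 SD, cut at about 60% in these data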;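 further: 0% = DMSO wells and 100% = LY294002 at 200 µM; higher means less KLF5 promoter-driven luciferase light; inactives centre near -14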
AI-2 QS modul: modulators of Vibrio harveyi AI-2 quorum sensing system; Vibrio harveyi JMH597 AI-2 luminescence/OD600 ratio, 9 h; active compounds read low; strain lacks LuxN and CqsS sensors; 0 = neutral-control median; activity change, % at 7.5 µM; 0.4% of 300,000 active; AID 2094; in the data active means activity change below about -75%, passing the limit was not always enough;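 further: luminescence divided by OD600 gain over 9 h not by final OD600 alone; inactives centre near 13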
* hit, by the source's call; nt = not tested or not shown. Outcome played no part in choosing rows; overall some 4.7% were active at least once.

cpd	Compound	HSF1 inhib	AI-2 QS modul	aSyn UTR inh	KLF5 inh	GSK3 alpha inh	HSF-1 act	GSK3B inh	HIF activator	IEC-6 tox	HSP90 inh
1	Cc1cc(NC(=O)C(C)C)ncc1NC(=O)c1ccccn1	16	19	-88	-88	-2	14	2	1.1	7	-4
2	NS(=O)(=O)c1cc(C(=O)NC2CCSc3ccccc32)ccc1Cl (stereo not drawn)	0	44	24	-22	-4	6	2	-0.2	6	-3
3	O=C(N/N=C/c1cccc2ccccc12)c1ccncc1	-1	13	-1	-46	2	1	0	-9.2	8	-1
4	CCOC(=O)c1cc2c(=O)n3cccc(C)c3nc2n(CCOC)c1=NC(C)=O	-63*	-18	-1	0	0	-72	-3	-0.3	3	-7
5	CCCCC(CCC(=O)O)(C(=O)OCC)c1csc(Nc2ccc(C)cc2)n1 (stereo not drawn)	-9	20	-14	-8	-8	-28	-1	-0.1	7	-8
6	Cc1cc(C)c(C)c(S(=O)(=O)ON2C(=O)c3ccccc3C2=O)c1C	41	75	-22	-12	-2	52*	-3	0.5	-4	0
7	CSc1nc2ccc(NC(=O)c3ccc(Cl)s3)cc2s1	nt	nt	nt	-12	-2	nt	nt	nt	-1	-2
8	COC(=O)c1ccc(N2NC(=O)/C(=C/c3ccc(-c4ccc(Cl)c(C(=O)O)c4)o3)C2=O)cc1	7	38	-11	-25	nt	47	3	-0.8	-7	0
9	O=C(CSc1ccc(-c2ccco2)nn1)N1CCCC1	4	8	-6	-34	-1	0	-2	0.1	6	-3
10	COc1cccc(C2C(C(C)=O)=C(O)C(=O)N2CCc2c[nH]c3ccccc23)c1 (stereo not drawn)	-1	-7	8	-11	5	3	1	-0.7	-7	-2
11	COc1cc2c(cc1OC)C(c1ccccc1F)OC(=O)C2 (stereo not drawn)	2	11	14	-22	0	3	0	-0.2	4	-5
12	CC(=O)c1ccc(N2CCN(C(=O)CN(C)S(=O)(=O)c3cnc[nH]3)CC2)cc1	-5	2	-19	-9	-1	-18	1	2.7	-5	2
13	COc1ccc(C(CNC(=O)Cc2ccccc2F)N2CCCCC2)cc1 (stereo not drawn)	nt	9	4	2	-2	nt	0	0.0	-6	3
14	COc1ccc(OCC(O)Cn2c(Br)nc3c2c(=O)[nH]c(=O)n3C)cc1 (stereo not drawn)	nt	33	-8	-13	0	nt	1	0.2	-1	-1
15	O=C(NCc1ccccn1)C(=O)NCC(c1ccco1)N1CCN(c2ccc(F)cc2)CC1 (stereo not drawn)	0	22	-10	-19	nt	-4	-2	0.1	-7	-4
16	Cc1cccc(C(=O)NCCN2CCCC2)c1	-2	15	10	3	0	0	2	0.2	-8	-4
17	COc1ccc(C(=O)n2nnc3ccccc32)cc1OC	nt	nt	nt	-21	1	nt	nt	nt	-3	-1
18	Cc1ccc(NC(=O)C(C)N=C2NS(=O)(=O)c3ccccc32)cc1 (stereo not drawn)	6	4	3	-14	-4	9	0	0.5	0	-1
19	O=C(NCc1ccc(F)cc1)C1CCCN1C(=O)Nc1ccccc1 (stereo not drawn)	6	-7	-16	-22	-2	4	0	-0.4	6	6
20	COc1ccccc1-c1nnc(NC(=O)c2ccccc2F)o1	-8	-35	-32	-30	0	-30	1	-0.2	2	-1
21	CC(C)c1ccc(NC(=S)NN2CCN(C)CC2)cc1	16	20	-2	-15	-2	40	-20	-1.4	2	1
22	CCc1cccc(CC)c1N(COC)C(=O)Cn1c(CO)nc2ccccc21	12	18	10	12	0	10	3	-1.0	-5	-2
23	O=C(CN1C(=O)c2ccccc2S1(=O)=O)NC1CCCC1	-8	13	13	3	4	-17	-2	0.2	0	-1
24	CC(C)OC(=O)CSc1nnc(Cc2ccccc2)n1C	-5	13	19	-19	-5	3	-1	-0.3	-3	0
25	Cc1cc(C)nc(NC(=O)c2ccc(Cl)c(Cl)c2)n1	-2	17	-13	-20	-3	-11	1	0.3	0	-1
26	CCC(C)(C)n1nnnc1C(c1ccc(C)cc1)N(Cc1ccco1)Cc1cccs1 (stereo not drawn)	-4	6	10	-1	-5	-14	1	-0.5	5	-6
27	Cc1nc2cc(C(=O)N3c4ccccc4CC3C)ccc2s1 (stereo not drawn)	1	5	15	11	1	46	-27	0.8	19	-3
28	CN1N=C(C(=O)N2CCCC(N3CCN(c4ccc(F)cc4)CC3)C2)CCC1=O (stereo not drawn)	-1	24	3	-43	2	3	1	-0.2	-3	0
29	CC(C)(C)c1ccc(-n2ncc3c2CCCC3NC(=O)CCN2CCCCC2=O)cc1 (stereo not drawn)	3	25	-9	1	-2	-4	-2	0.2	4	2
30	COc1ccc2oc(C(=O)Nc3ccc(C)cn3)c(C)c2c1	19	12	-124	nt	-1	39	1	4.4	nt	nt
31	O=C(O)CSCC(=O)Nc1ccccc1	-2	4	13	-8	0	4	-3	0.2	-1	4
32	O=C(CN1CCCCCCC1)N/N=C/c1ccc(F)cc1F	17	-4	12	-25	4	21	-25	0.0	1	-5
33	CCN(/N=C/c1ccc(Cl)cc1)c1cc(=O)n(C)c(=O)[nH]1	14	8	-8	-10	-2	19	1	-0.3	-5	-1
34	CCOC(=O)c1c(N)sc(C(C)=O)c1C	-3	-5	-14	-57	-2	5	-1	1.2	-5	-4
35	O=S(=O)(NCC1CCCO1)c1ccc(S(=O)(=O)N(Cc2ccc(F)cc2)Cc2ccccn2)cc1 (stereo not drawn)	5	4	21	-20	-1	14	-3	-0.4	-2	0
36	CCC1=Nc2cc(C(=O)O)ccc2Sc2ccccc21	9	38	7	11	-1	19	3	-0.4	-4	-4
37	Cn1c(NC(=O)c2ccco2)c(-c2ccccc2Cl)c(=O)c2ccccc21	-3	11	12	-15	0	4	2	0.0	0	0
38	CCc1ccccc1NC(=O)c1nnn(CC(=O)Nc2ccccc2C)c1N	-4	23	8	-39	0	-4	1	0.6	2	-1
39	Cc1ccc(CSc2ncccc2C(=O)O)cc1	1	43	8	8	-6	17	7	0.2	6	3
40	Cc1onc(-c2ccccc2)c1C(=O)Nc1ccc2c(c1)OCO2	-2	15	-6	3	-1	4	1	-0.1	2	4

Record cards, as listed above.
CC(=O)c1ccc(N2CCN(C(=O)CN(C)S(=O)(=O)c3cnc[nH]3)CC2)cc1 is listed with HSF1 inhib: -5; AI-2 QS modul: 2; aSyn UTR inh: -19; KLF5 inh: -9; GSK3 alpha inh: -1; HSF-1 act: -18; GSK3B inh: 1; HIF activator: 2.7; IEC-6 tox: -5; HSP90 inh: 2
CSc1nc2ccc(NC(=O)c3ccc(Cl)s3)cc2s1 is listed with HSF1 inhib: nt; AI-2 QS modul: nt; aSyn UTR inh: nt; KLF5 inh: -12; GSK3 alpha inh: -2; HSF-1 act: nt; GSK3B inh: nt; HIF activator: nt; IEC-6 tox: -1; HSP90 inh: -2
O=C(N/N=C/c1cccc2ccccc12)c1ccncc1 is listed with HSF1 inhib: -1; AI-2 QS modul: 13; aSyn UTR inh: -1; KLF5 inh: -46; GSK3 alpha inh: 2; HSF-1 act: 1; GSK3B inh: 0; HIF activator: -9.2; IEC-6 tox: 8; HSP90 inh: -1

Taken from the listing, three compounds:
cpd	Compound	HSF1 inhib	AI-2 QS modul	aSyn UTR inh	KLF5 inh	GSK3 alpha inh	HSF-1 act	GSK3B inh	HIF activator	IEC-6 tox	HSP90 inh
1	Cc1cc(NC(=O)C(C)C)ncc1NC(=O)c1ccccn1	16	19	-88	-88	-2	14	2	1.1	7	-4
2	NS(=O)(=O)c1cc(C(=O)NC2CCSc3ccccc32)ccc1Cl (stereo not drawn)	0	44	24	-22	-4	6	2	-0.2	6	-3
3	O=C(N/N=C/c1cccc2ccccc12)c1ccncc1	-1	13	-1	-46	2	1	0	-9.2	8	-1

(next part)
cpd	Compound	HSF1 inhib	AI-2 QS modul	aSyn UTR inh	KLF5 inh	GSK3 alpha inh	HSF-1 act	GSK3B inh	HIF activator	IEC-6 tox	HSP90 inh
41	CC(=O)Cc1c(C(=O)O)c(C)nn1-c1ccccc1	2	15	-7	-44	2	14	0	0.6	-2	-1
42	O=C(O)c1nn(CCOc2ccccc2F)c(=O)c2ccccc12	1	17	-3	8	-2	19	1	1.3	2	1
43	O=C(CSc1nnc(NC(=O)Cc2ccccc2)s1)NCc1ccco1	-3	4	9	-39	0	-13	1	-0.1	-5	2
44	CSC(=S)N(C)C1CCS(=O)(=O)C1 (stereo not drawn)	0	15	-1	-3	-2	0	0	-0.1	-2	1
45	COc1ccccc1OCCOCCOc1ccc(C)cc1[N+](=O)[O-]	3	24	3	-27	-3	2	-4	-1.3	5	0
46	O=C(Nc1cccc2ccccc12)N1CC=C(c2ccccc2)CC1	11	20	-6	-24	1	40	0	-1.3	7	4
47	CCN(/N=C/c1cccs1)c1cc(=O)n(C)c(=O)[nH]1	14	7	22	0	0	8	0	-0.1	2	0
48	Cc1ccc(S(=O)(=O)NC(C(=O)Oc2cc3oc(=O)cc(C)c3cc2Cl)C(C)C)cc1 (stereo not drawn)	4	16	-14	-50	1	7	-1	-0.7	-3	-1
49	COC(=O)CN(c1nc(C)cc(OC)n1)S(=O)(=O)c1ccc(C)cc1	3	2	5	7	-4	-18	1	0.1	0	0
50	CCNS(=O)(=O)c1ccc(NC(=O)c2ccc(Cn3cc([N+](=O)[O-])cn3)o2)cc1	1	7	-11	-6	7	-1	1	-0.1	0	-2

Sorted by count of non-hydrogen atoms (descending): part of the list above
cpd	Compound	HSF1 inhib	AI-2 QS modul	aSyn UTR inh	KLF5 inh	GSK3 alpha inh	HSF-1 act	GSK3B inh	HIF activator	IEC-6 tox	HSP90 inh
50	CCNS(=O)(=O)c1ccc(NC(=O)c2ccc(Cn3cc([N+](=O)[O-])cn3)o2)cc1	1	7	-11	-6	7	-1	1	-0.1	0	-2
49	COC(=O)CN(c1nc(C)cc(OC)n1)S(=O)(=O)c1ccc(C)cc1	3	2	5	7	-4	-18	1	0.1	0	0
42	O=C(O)c1nn(CCOc2ccccc2F)c(=O)c2ccccc12	1	17	-3	8	-2	19	1	1.3	2	1
